OPRM1-OPRD1 ag – OPRM1-OPRD1 heterodimerization agonism | cells, luminescence | activation, % at 9.3 µM | 340,000 compounds, 0.3% hits; in the data active = activation above about 18%;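 also: 0% = vehicle-treated cells and 100% = reference agonist; values of inactives mirror those of a sister screen read the other way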
OPRM1-OPRD1 inv – mu-delta opioid heterodimer inverse agonism. P35372+P41143. cell-based MOR-DOR heterodimer luminescence. inhibition, % at 9.3 µM. 340,000 compounds, 0.21% hits. AID 504357; in the data active = inhibition above about 22%, passing the limit was not always enough;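 also: 0% = cells with DMSO and 100% = wells without cells with DMSO; values of inactives mirror those of a sister screen read the other way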
DSG3 Ab inh – blocks pemphigus antibody binding to human desmoglein-3 | DSG3-coupled beads, scFv-anti-DSG3-GFP binding, flow cytometry; hits give low values | 310,000 compounds, 0.48% hits | binding (percent of control), % at 10 µM | P32926;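 active = binding more than 3 SD below its plate's average and above zero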;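 also: hits lower antibody fragment binding to DSG3; some compounds called inactive have numbers as strong as hits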
HTR5A inv ctr – inverse agonist of human HTR5A in OPRM1-OPRD1 counter-screen. P47898. HTR5A cell line, luminescence, inverse agonism. inhibition, % at 9.3 µM. 340,000 compounds, 0.083% hits. AID 504634; in the data active = inhibition mostly above about 23%, no sharp cut-off; inactive = mostly below about 18%;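 also: 0% = cells with DMSO and 100% = no-cell wells with DMSO; some compounds called inactive have numbers as strong as hits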
PKA-R2B activ – activates the human PKA-R2B holoenzyme complex; P22694+P31323; activation, % at 11.4 µM; AID 504700; PKA-R2B holoenzyme dissociation, Cy5-IP20 fluorescence polarization; R2B truncated from residue 108, S112A mutant; 0% DMSO only, 100% 113 µM cGMP; 340,000 compounds, 0.079% hits;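 active = activation above a cutoff set at the mean over all compounds plus 3 SD, cut at about 18% in these data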;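 also: higher means more holoenzyme dissociation and a rise in polarization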
Target sequence (P31323 whole entry, looked up, other chains not shown, the tested form may be a part): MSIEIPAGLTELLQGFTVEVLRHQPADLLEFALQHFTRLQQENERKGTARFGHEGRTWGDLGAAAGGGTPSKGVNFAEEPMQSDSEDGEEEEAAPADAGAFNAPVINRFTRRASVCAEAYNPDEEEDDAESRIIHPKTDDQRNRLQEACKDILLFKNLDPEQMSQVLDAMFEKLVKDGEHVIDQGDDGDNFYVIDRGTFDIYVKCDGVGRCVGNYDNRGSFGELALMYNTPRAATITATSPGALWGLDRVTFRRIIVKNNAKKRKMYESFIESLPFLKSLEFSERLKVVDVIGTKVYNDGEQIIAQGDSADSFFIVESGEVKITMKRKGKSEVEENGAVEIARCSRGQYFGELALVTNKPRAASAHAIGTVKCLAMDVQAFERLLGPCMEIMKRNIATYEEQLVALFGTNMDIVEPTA
HTR5A ag ctr – HTR5A agonism, opioid heterodimer counter-screen; activation, % at 9.3 µM; 340,000 compounds, 0.61% hits; HTR5A agonist assay, luminescence, cell-based; in the data active = activation mostly above about 9.5%, no sharp cut-off; inactive = mostly below about 7.6%;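 also: 0% = cells with vehicle only and 100% = reference agonist; strong numbers were not always called active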
DAGLB inhibitor – blocks human DAGLB lipase activity; HEK293T DAGLB membrane lysate, EnzChek fluorogenic substrate; Q8NCG7; 340,000 compounds, 0.059% hits; inhibition, % at 5.17 µM; in the data active = inhibition above about 34%;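 also: 0% = enzyme with vehicle and 100% = wells lacking enzyme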
Target sequence (Q8NCG7 whole entry, looked up): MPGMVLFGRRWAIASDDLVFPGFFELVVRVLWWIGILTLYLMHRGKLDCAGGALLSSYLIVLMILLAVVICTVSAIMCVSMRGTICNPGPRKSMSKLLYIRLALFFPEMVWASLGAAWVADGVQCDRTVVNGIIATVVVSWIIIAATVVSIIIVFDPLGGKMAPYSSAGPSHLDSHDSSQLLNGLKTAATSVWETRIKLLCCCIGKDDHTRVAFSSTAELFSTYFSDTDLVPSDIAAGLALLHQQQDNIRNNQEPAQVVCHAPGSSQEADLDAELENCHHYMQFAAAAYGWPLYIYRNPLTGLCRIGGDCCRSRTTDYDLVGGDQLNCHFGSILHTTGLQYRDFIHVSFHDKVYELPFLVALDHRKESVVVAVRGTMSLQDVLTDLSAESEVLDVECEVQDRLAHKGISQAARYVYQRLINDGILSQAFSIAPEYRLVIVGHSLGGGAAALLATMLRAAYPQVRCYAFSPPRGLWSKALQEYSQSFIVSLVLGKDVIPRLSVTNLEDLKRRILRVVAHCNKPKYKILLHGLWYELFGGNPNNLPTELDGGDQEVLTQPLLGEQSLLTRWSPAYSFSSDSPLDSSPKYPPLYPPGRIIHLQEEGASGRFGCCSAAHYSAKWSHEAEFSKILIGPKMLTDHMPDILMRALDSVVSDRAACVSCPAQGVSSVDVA
PKA-R1A act – activators of PKA-R1A complex | 340,000 compounds, 0.083% hits | P00514+P68181 | activation, % at 11.4 µM | AID 504707 | PKA-R1A dissociation, Cy5-IP20 fluorescence polarization; scaled: DMSO 0%, 113 µM cGMP 100%;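 active = percent activation above the mean of all tested compounds plus 3 SD, cut at about 19% in these data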;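 also: higher means more PKAc released from R1A so a rise in polarization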
V-ATPase pH – regulators of yeast V-ATPase proton transport. response, % at 10 µM. S. cerevisiae, pHLuorin cytosolic pH fluorescence. 350,000 compounds, 0.37% hits; in the data active = response mostly above about 7.3%, no sharp cut-off; inactive = mostly below about 5.4%; also: actives read high; inactives centre near 0; some compounds called inactive have numbers as strong as hits; reference of the scale not given here
Arrestin-AP2 inh – inhibitors of human beta-arrestin and AP2 interaction; FITC-arrestin peptide / GST-AP2 beads, flow cytometry; AP2 beta2 appendage carries R879A mutation; inhibition, % at 10 µM; 340,000 compounds, 0.31% hits;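 active = inhibition above a set limit, near 3 SD of compounds lacking own fluorescence, cut at about 54% in these data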;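 also: plate controls were DMSO wells for no effect and 5 µM unlabelled arrestin peptide for full effect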
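test system = AP2 appendage R879A on GSH beads | buffer or medium = PBS plus Tween 20 (0.05%) and BSA (0.1%) | incubation = 12 min plus 1 h, RT | detection = bead flow cytometry, FITC channel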
An asterisk follows results filed as active; . = not tested or not shown. Outcome played no part in choosing rows; 2.4% or so of the library scored in one or more.

SMILES	OPRM1-OPRD1 ag	OPRM1-OPRD1 inv	DSG3 Ab inh	HTR5A inv ctr	PKA-R2B activ	HTR5A ag ctr	DAGLB inhibitor	PKA-R1A act	V-ATPase pH	Arrestin-AP2 inh
Cc1ccc(C2c3c(oc4cc(C)c(C)cc4c3=O)C(=O)N2CCCN2CCOCC2)cc1 (stereo not drawn)	-0.9	5	98	-15	-5	5	5	-3	2	7
COC(=O)C(Cc1ccc(O)cc1)NC(=O)CCc1ccco1 (stereo not drawn)	-1.3	7	110	-15	-4	-1	-2	-12	-3	5
O=C(NCCC1=CCCCC1)c1cc(S(=O)(=O)N2CCOCC2)ccc1Cl	0.8	-5	106	19	-1	-7	-2	-5	-7	27
COc1ccc(/C=C/C(=O)Nc2ccncc2)cc1OC	-1.2	6	95	6	-1	-2	-1	8	10	3
CCOCCCN(C(=O)Nc1ccc(CC)cc1)C1CCN(C(C)=O)CC1	-1.4	8	103	-5	-7	9	-4	-2	1	2
CCOC(=O)C1=C(C)NC2=C(C(=O)CC(C)(C)C2)C1c1ccc(N(C)C)cc1 (stereo not drawn)	-3.1	17	99	4	-3	1	0	-4	2	0
CCN(C(=O)CSc1nnc(-c2ccccc2F)n1N)c1c(N)n(Cc2ccccc2)c(=O)[nH]c1=O	-0.7	3	100	5	12	-4	2	11	-4	5
CCN(CC)CCCNC(=O)C(C)n1nc(C)c2sc3ccccc3c2c1=O (stereo not drawn)	-1.0	6	97	-4	-7	1	0	-5	2	-4
CCNC(=O)C(=O)c1c(-c2ccccc2)[nH]c2ccccc12	-1.1	5	102	-13	-4	4	1	9	2	-7
CCOC(=O)CCCCCNC(=O)c1ccc(F)cc1F	-2.7	15	110	15	-7	6	2	-3	3	2
COc1ccccc1N(CC(=O)N1CCN(Cc2ccccc2)CC1)S(=O)(=O)c1ccccc1	.	.	98	.	-8	.	-4	-15	-4	.
O=C(CS(=O)(=O)c1ccc(C(F)(F)F)cn1)NNC(=O)c1ccccc1	-4.0	20	107	-47	-4	1	-2	0	1	6
Cc1nnc(SCC(=O)Nc2ccc([N+](=O)[O-])cc2)n1C	-2.8	14	114	-42	-3	-6	1	3	0	0
CC(C)(C)C(=O)Nc1scc(-c2ccc(-c3ccccc3)cc2)c1C(=O)O	-1.8	8	.	-2	-3	1	14	-2	-3	6
CC(=O)[C@@H]1[C@@H]2C(=O)N(Cc3ccccc3)C(=O)[C@@H]2C2c3ccccc3C=CN21 (stereo partly drawn)	-1.8	10	97	2	6	1	-4	6	2	-1
Cn1c(SCC(=O)NCCc2ccccc2)ncc(C(=O)Nc2ccccc2)c1=O	-1.4	9	91	-40	-11	15	-6	-9	0	-10
O=C(CSc1nc2ccccc2s1)N/N=C/c1cc([N+](=O)[O-])ccc1O	-1.5	8	98	-2	-1	-2	6	-15	6	1
O=C(CSc1nnc(CNC(=O)c2ccccc2)o1)c1ccc(Cl)cc1	-2.6	13	99	-11	0	4	-4	1	10	3
Cc1ccccc1NC(=O)CSc1nnc(C)c(=O)[nH]1	-2.5	15	90	10	3	4	0	-8	-1	2
Cc1ccc(C(C)C)c(OCCNC(=O)c2ccccc2O)c1	15	-74	122	-25	-4	7	-7	2	2	7
Cc1ccccc1OCC(=O)Nc1nnc(-c2ccco2)s1	1.3	-7	113	-3	-5	0	1	-6	-1	-12
CCC(C(=O)Nc1nccs1)c1ccccc1 (stereo not drawn)	-3.4	21	.	-4	9	5	0	-3	-4	27
CCOc1ccccc1C1NC(=O)c2ccccc2O1 (stereo not drawn)	-3.3	15	90	10	1	-3	1	-10	-1	9
CCC1=C(OC(=O)N(CC)CC)N2C(=O)OC(=NCC(=O)OC)[C@]2(Cc2ccccc2)[C@H]2C1=CC[C@H]1C(=O)N(C)C(=O)[C@H]12	-2.8	16	109	3	-9	0	1	-8	-5	-2
O=C(OC1CCCCC1=O)c1cc(=O)c2ccccc2o1 (stereo not drawn)	0.3	-2	100	28	0	-1	-1	-2	0	1
CCc1cc(C(=O)NCC(C)(C)N2CCOCC2)sc1C	-1.7	9	103	8	-5	0	0	-7	0	-10
Cc1ccc(NC(=S)NNC(=O)c2nnn(-c3ccccc3)c2C)cc1	-3.6	22	100	1	0	0	4	5	3	-2
O=[n+]1c2c(n([O-])c3cc(Br)ccc31)CCC2	0.2	-1	.	8	4	-3	0	5	9	23
COc1cccc(CN(C)C(=O)c2ccc(S(=O)(=O)N3CCCC3)cc2)c1OC	-0.9	5	.	3	0	-4	1	5	1	6
Cc1ccsc1/C=N/NC(=O)C(O)c1ccccc1 (stereo not drawn)	-2.3	11	95	0	10	0	-2	-9	1	2
CN(CC(=O)Nc1ccccc1Br)C(=O)COc1cccc2c1OC(C)(C)C2	-0.6	4	96	20	-8	9	2	-5	2	2
CC(=O)c1cccc(OCCCOc2cccc3cccnc23)c1	-1.0	5	111	-15	-8	6	-5	-18	2	42
Cc1ccc[n+](CC2OCc3ccccc3CO2)c1	-4.1	19	108	19	-11	2	0	-6	0	-2
CCCCc1nnc(NC(=O)CN(C)S(=O)(=O)c2ccc(C)cc2)s1	-0.3	2	99	-7	-6	1	0	-4	-2	-11
NS(=O)(=O)c1ccc(CCN2C(=O)/C(=C\c3ccc(Cl)cc3)SC2=S)cc1	-0.9	5	105	-11	6	2	0	-8	-6	7
COc1ccc2oc(C(=O)N(Cc3ccco3)Cc3cccs3)c(C)c2c1	1.1	-7	93	2	-12	-1	-5	-2	2	1
Cc1ccc(-c2[nH]nc3c2C(c2ccc(OC(=O)N4CCOCC4)cc2)C(C#N)=C(N)O3)cc1 (stereo not drawn)	-4.6	25	.	-2	-7	-5	-1	-16	-1	41
Cc1ccc2[nH]c(=O)c(CN(CC3COCCO3)C(=O)Nc3ccccc3C)cc2c1 (stereo not drawn)	-0.9	5	110	10	3	3	2	9	2	11
CCCC(NC(=O)CNC(=O)C(C)(C)C)C(=O)O (stereo not drawn)	-3.2	17	99	-1	9	-2	-1	-1	1	14
CC(=O)c1cccc(NC(=O)N2CCCC2C(=O)NCc2ccccc2)c1 (stereo not drawn)	1.7	-10	104	-32	6	6	3	-7	1	8
O=C(Nc1ccc2c(c1)OCO2)C1CCN(S(=O)(=O)c2cccc3cccnc23)CC1	-0.3	1	109	20	0	-3	-1	0	-2	23
O=C1C(Oc2ccccc2)C(c2cccs2)N1Cc1ccc2c(c1)OCO2 (stereo not drawn)	1.1	-7	102	-11	-4	4	-9	-5	-1	-7
COc1cccc(C(=O)/C(C#N)=N/Nc2cccc(-c3ccnc(C)n3)c2)c1	-1.7	9	114	8	7	-3	6	1	3	11
Cc1sc(NC(=O)c2ccc(=O)n(C)n2)nc1-c1ccccc1	-0.5	2	97	-2	4	9	4	-3	-2	-6
CCn1c(SC/C=C/c2ccccc2)nnc1-c1cccs1	-2.7	12	106	1	-6	0	-3	2	6	0
CC(C)NCC(O)COCCOc1ccc(Cl)cc1 (stereo not drawn)	-2.3	12	114	13	1	-1	1	6	3	6
CC(=NNC(=O)c1ccncc1)c1cc(Cl)ccc1Cl	-1.8	9	86	15	-4	-4	0	-9	0	-14
COc1cccc(C2NC(=O)NC(C)=C2C(=O)OCC2CCCCC2)c1 (stereo not drawn)	3.4	-16	97	-5	-6	1	1	-9	0	-4
COc1ccccc1C(=O)Nc1nnc(S(=O)(=O)N2CCCCC2)s1	0.3	-2	93	16	2	-2	2	2	-2	64*
Cc1ccc(N2CC(C(=O)NC(C)CCc3ccccc3)CC2=O)cc1 (stereo not drawn)	-1.9	6	107	-1	-5	1	-1	2	2	-7
COc1cc(S(=O)(=O)N2CCOCC2)ccc1NC(=O)COC(=O)c1ccccn1	-1.7	10	100	-3	-1	6	1	-7	2	10
CCCOc1ccc2ccccc2c1/C=C1\SC(=O)NC1=O	-2.1	12	109	-1	-11	8	9	-9	0	-4
Cc1cccc(C)c1NC(=O)CNC(=O)Cc1c[nH]c2ccccc12	-2.8	15	98	-12	-18	-2	4	-4	0	-13
COc1ccc(S(=O)(=O)N(C)C[C@@H]2Oc3cc(Br)ccc3S(=O)(=O)N([C@H](C)CO)C[C@@H]2C)cc1	.	.	.	.	4	.	-7	-6	3	.
O=C(Cc1ccc(F)cc1)Nc1cccc(-c2cn3c(n2)SCC3)c1	0.5	-2	91	8	1	-3	1	-6	-1	-20
OCC[C@H]1C[C@H](O)[C@@H](O)[C@@]2(CCCCO2)O1	0.1	0	100	-7	1	2	0	-3	-6	2
C[C@]12CCC[C@H](O1)c1c(cc3c(c1O)C(=O)c1c(O)cc(O)cc1C3=O)O2	0.8	-4	97	9	-9	0	11	-10	1	6
CCOC(=O)C(=CNCC(=O)O)C(=O)OCC	-2.8	16	97	-28	-3	0	-1	-6	4	-8
CCCCN(C)CCNC(=O)c1ccc(Cn2c(=S)[nH]c3ccc(Br)cc3c2=O)cc1	1.0	-5	125	29	-4	-1	8	2	1	-27
O=C(COC(=O)c1ccccc1SCC(=O)NC1CCS(=O)(=O)C1)NC1CCS(=O)(=O)C1 (stereo not drawn)	-2.6	13	87	8	-4	3	1	4	-2	14

By substructure: those above containing a nitro group on carbon.
SMILES	OPRM1-OPRD1 ag	OPRM1-OPRD1 inv	DSG3 Ab inh	HTR5A inv ctr	PKA-R2B activ	HTR5A ag ctr	DAGLB inhibitor	PKA-R1A act	V-ATPase pH	Arrestin-AP2 inh
Cc1nnc(SCC(=O)Nc2ccc([N+](=O)[O-])cc2)n1C	-2.8	14	114	-42	-3	-6	1	3	0	0
O=C(CSc1nc2ccccc2s1)N/N=C/c1cc([N+](=O)[O-])ccc1O	-1.5	8	98	-2	-1	-2	6	-15	6	1

The list goes on:
SMILES	OPRM1-OPRD1 ag	OPRM1-OPRD1 inv	DSG3 Ab inh	HTR5A inv ctr	PKA-R2B activ	HTR5A ag ctr	DAGLB inhibitor	PKA-R1A act	V-ATPase pH	Arrestin-AP2 inh
CCN(CC)CCNC(=O)Cc1nn(CC)c(=O)c2ccccc12	0.0	0	95	-13	8	3	4	2	-4	8
O=C(OCC(=O)c1ccc[nH]1)c1ccc(Cl)c(Cl)c1	-3.3	16	.	-5	-2	1	-3	1	-2	24
C[C@H](CO)N1C[C@H](C)[C@H](CN(C)S(=O)(=O)c2cccs2)Oc2ncc(-c3cc4ccccc4o3)cc2C1=O	.	.	110	.	0	.	-3	-14	0	.
Cc1cc(C)c2nc(C(F)(F)F)c(C#N)c(N)c2c1	-1.5	8	104	-8	-1	-4	-1	-5	-5	25
CCc1nnc(NC(=O)CN2CCN(C(=O)c3ccccc3)CC2)s1	0.9	-4	89	9	-4	4	-2	-9	0	4
CN(C)S(=O)(=O)c1ccc(C(=O)NCC2CC2(Cl)Cl)cc1 (stereo not drawn)	-0.6	5	.	1	-1	0	-1	-3	-3	-10
O=C(Cc1c(F)cccc1Cl)Nc1ccon1	-1.0	5	98	-31	13	5	0	-1	-1	2

Look-ups from the entries so far.
For OPRM1-OPRD1 ag, O=C(COC(=O)c1ccccc1SCC(=O)NC1CCS(=O)(=O)C1)NC1CCS(=O)(=O)C1 (stereo not drawn) is entered as -2.6
For DSG3 Ab inh, Cc1ccccc1NC(=O)CSc1nnc(C)c(=O)[nH]1 is entered as 90

Compound activity: PubChem BioAssay, several laboratories
